# Screening results deposited in PubChem by Broad Institute.
# ARNT TACC3 PPI – disrupts binding between human ARNT and TACC3 | Q9Y6A5 | AlphaScreen His-ARNT PAS-B/GST-TACC3 binding, luminescence; TACC3 fragment carries E629A point mutation | inhibition, % at 9.99 µM | hit rate 0.66% among 390,000;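 active means mean inhibition of replicates at least 50% and at least half of replicates each reaching 50%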;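 further: 0% = complete ARNT plus TACC3 wells and 100% = ARNT alone without TACC3; many hits fall short of the cut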
# LGR2 inh – Drosophila LGR2 receptor signaling inhibition; HEK293 LGR2, CRE-luciferase, bursicon-stimulated, 4 h; inhibition, % at 9.99 µM; hit rate 0.35% among 380,000;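 active means drop in luminescence signal, shown as inhibition above about 50% in the replicate tests, limit read from the data, passing the limit was not always enough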;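 further: agonist challenge used bursicon conditioned medium at about half maximal strength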
# * marks the source's active call; other numbers are inactive results. Not all compounds are listed (hit frequency here may not be typical).
SMILES,ARNT TACC3 PPI,LGR2 inh
CCOC(=O)C(C)Oc1c(Br)cc(C2NC(=O)NC(C)=C2C(C)=O)cc1OCC (stereo unspecified),-11,24
C1=CN2CCC1C(c1ccccc1)C2 (stereo unspecified),3,13
O=C(Nc1ccc2c(c1)CCC2)c1cnn2c1NC(c1ccco1)CC2C(F)(F)F (stereo unspecified),30,-14
CCOC(=O)/C(=N\Nc1cccc(Cl)c1)Sc1nnc(-c2ccc(OC)cc2)n1C,46*,-6
CC(=O)c1ccc(N(C)C)cc1,-9,13
C=CCNC(=S)N1CCN(c2ncc3c(=O)c(C(=O)O)cn(CC)c3n2)CC1,-9,9
O=C(O)c1ccc(-n2nnnc2Oc2cccc3cccnc23)cc1,-3,10
CCOC(=O)C1CCN(C(c2cc3c(C)ccc(C)c3[nH]c2=O)c2nnnn2C2CCCCC2)CC1 (stereo unspecified),11,31
COc1ccc(/C=C/C(=O)c2c(O)cc(C)oc2=O)c(OC)c1,-1,-18
COc1cc2c(=O)n(Cc3ccccc3)c(=O)n(CC(=O)NCc3ccco3)c2cc1OC,-6,5
Cc1cc(=O)oc2c(C)c(OCC(=O)N(C)C)ccc12,1,1
COc1ccc(O)c(/C=N/NC(=O)CSc2nnc(C)n2-c2ccccc2)c1,32,5
COC(=O)Nc1ccc(S(=O)(=O)Nc2ccc(O)cc2)cc1,4,-10
COC(=O)[C@@H](NC(=O)N(C1CCCCC1)C1CCCCC1)C(C)C,1,8
CCCNC(=O)c1cnc(Sc2ncc(C(F)(F)F)cc2Cl)n1C,-5,0
O=C(Cn1c(-c2ccccc2)noc1=O)Nc1ccc(S(=O)(=O)N2CCOCC2)cc1,-1,-10
O=c1cc(CN2CCN(C/C=C/c3ccccc3)CC2)c2cc(O)c(-c3ccccc3)cc2o1,-4,11
Brc1ccc(-c2nnc3n2CCCCC3)cc1,1,7
CC(NC(=O)c1ccc(F)cc1)C(c1cccs1)N1CCN(C)CC1 (stereo unspecified),0,0
COCCOC(=O)C1=C(C)NC2=C(C(=O)CC(C)(C)C2)C1c1cc2c(cc1Br)OCO2 (stereo unspecified),-2,37
c1ccc(Cc2nn3c(Cn4cnc5ccccc54)nnc3s2)cc1,-27,-1
COc1ccc(C)cc1NC(=O)CSc1nnc(CC(=O)Nc2cccc(C(F)(F)F)c2)n1C,-2,5
COc1ccc(CNC(=O)C2CCCN(S(=O)(=O)c3c(C)n[nH]c3C)C2)cc1 (stereo unspecified),5,-6
CC1CCCCC1NC(=O)CN(C)S(=O)(=O)c1cccc2nsnc12 (stereo unspecified),-1,-28
CCCCn1nnnc1NCc1ccc(N2CCCC2)cc1,-1,11
CCCCN(Cc1cc2cc(OC)ccc2[nH]c1=O)C(=O)c1ccccn1,-1,-4
Cc1ccc(S(=O)(=O)N2CCCCC2C(=O)N2CCN(C)CC2)cc1 (stereo unspecified),6,8
Cc1ccc(C(=O)Nc2ccc(OCc3ccccc3)cc2)cc1[N+](=O)[O-],3,3
Cc1cccc2nc(Cn3c(=O)n(CCC(=O)NCc4ccco4)c(=O)c4sccc43)cc(=O)n12,-5,-1
COc1ccc(S(=O)(=O)NC(CC(=O)NCc2ccccc2OC)c2ccco2)cc1 (stereo unspecified),-5,46
CCOC(=O)Oc1ccc2c(=O)c(Oc3cc(C)cc(C)c3)coc2c1,-1,1
CCCCOC(=O)C(NC(=O)c1ccccc1)=C(C)C,-8,-11
COc1cc2nc(CN3C(=O)c4ccccc4C3=O)oc(=O)c2cc1OC,-8,17
Cc1ccccc1C(=O)c1c[nH]c(C(=O)NCc2ccco2)c1,-3,14
C=CCn1c(O)c(N=NC(=O)OC(C)(C)C)c2ccccc21,0,-15
CCC(C)(C)n1nnnc1C(CC(C)C)N1CCC(C(N)=O)CC1 (stereo unspecified),-8,15
CCC(Sc1ccc2nnc(-c3ccc(F)cc3)n2n1)C(=O)O (stereo unspecified),0,-9
O=C(CCCn1c(=O)c2sccc2n(CC(=O)OCc2ccccc2)c1=O)NCc1ccco1,-4,9
CN(CC#CCC(c1ccccc1)c1ccccc1)C(C)(C)C,5,6
CN(c1ccc(C(=O)Nc2ccccc2C(F)(F)F)cc1)S(C)(=O)=O,5,5
Cc1ccc(C(=O)O)cc1S(=O)(=O)NCC1CCCO1 (stereo unspecified),23,8
CCCC1CCc2c(sc(NC(=O)c3cccs3)c2C(N)=O)C1 (stereo unspecified),-3,-29
COc1cccc(C2=NOC(C(=O)NCc3ccccc3)C2)c1 (stereo unspecified),-20,-6
O=S1(=O)CC(O)C(Nc2ccc(Cl)cc2)C1 (stereo unspecified),2,15
CCOC(=O)c1cnc2c(C(=O)OC)cccc2c1NCCN1CCOCC1,0,-1
COCCn1cc(C(=O)N2CCCC(C)C2)c2c3ccccc3n(C)c2c1=O (stereo unspecified),2,-52
O=C(O)CC(Cc1ccc(Br)cc1)C(=O)O (stereo unspecified),-2,28
O=C(CNc1ccc(Br)cc1)NNC1=NCCC1,3,-9
O=S(=O)(c1ccccc1)c1nc(-c2ccco2)oc1NCc1cccnc1,15,12
CCOC(=O)CN1C(=O)C(O)=C(C(C)=O)C1c1ccc(F)cc1 (stereo unspecified),-1,-1
O=C(N/N=C/c1ccco1)/C(=C/c1cccc([N+](=O)[O-])c1)NC(=O)c1ccccc1,8,-4
O=C(Nc1ccccc1-c1ccccc1)C(c1ccccc1)c1ccccc1,-2,41
COc1ccccc1-c1csc(Cc2nnc3n2CCCCC3)n1,1,-21
Cc1ccc(Oc2ccccc2)c(NC=O)c1,-3,-36
CCc1cc2c(=O)n(C(C)C(=O)OC3CCCCC3)cnc2s1 (stereo unspecified),-3,-88
O=C(COC(=O)CCc1ccccc1)Nc1ncc(Cl)cc1Cl,-5,2
O=C(Nc1nccs1)c1cn(-c2ccccc2)nc1-c1ccccc1,2,8
CCN(CC(=O)Nc1ccccc1Br)Cc1nc2ccccc2c(=O)[nH]1,2,-3
Cc1cc2nccc(-c3ccco3)n2n1,-2,6
CNC(=O)c1sccc1SCc1ccc(Cl)cc1Cl,-7,-31

# Carrying on.
SMILES,ARNT TACC3 PPI,LGR2 inh
COc1ccc(-c2noc(-c3ccccc3C(=O)NCc3ccco3)n2)cc1OC,5,-66
CCN(CC)CC(C)CNC(=O)CC(C(=O)N1CCc2ccccc21)n1ccnc1 (stereo unspecified),6,21
CCOC(=O)CC1ON(C)C(=O)N1c1ccc([N+](=O)[O-])cc1 (stereo unspecified),0,-7
CCOC(=O)c1cccnc1SCC(=O)N(C)c1ccccc1,0,-1
O=C(NCCN1CCN(c2ccccc2)CC1)c1cccc(Br)c1,4,2
CC(=O)Nc1ccc(NC(=O)CNS(=O)(=O)c2ccc(C)cc2)cc1,2,-2
N/C(COc1ccc(C(=O)O)cc1)=N\O,-5,-9
CCOc1ccccc1C(=O)N(Cc1ccccc1)Cc1cc2cc3c(cc2[nH]c1=O)OCCO3,-1,25
CCN(CC)CCCNC(=O)c1nn(-c2cccc(OC)c2)c(=O)c2ccccc12,1,9
Cc1cccc(NS(=O)(=O)c2ccc3c(c2)OCCO3)c1,-10,11
COc1ccccc1C(=O)Nc1ccccn1,-15,-11
CN1CCCC(OC(=O)c2cc(Cl)ccc2Cl)C1 (stereo unspecified),-2,47
COCCn1cc(C(=O)N2CCN(C)CC2)c2c3ccccc3n(C)c2c1=O,-1,-1
CN1CCN(S(=O)(=O)c2ccc(NC(=S)NC(=O)c3ccc(Cl)cc3)cc2)CC1,17,0
COC(=O)c1ccc(CSc2nc(C)nc3sc(C)c(C)c23)o1,-2,-2
CC1CN(C(=O)CN2C(=O)NC(C)(c3ccccc3)C2=O)CC(C)O1 (stereo unspecified),-3,1
Cc1cc(C(=O)CSc2nc3ccccc3n2C)c(C)n1C,2,-13
Cc1c(C=NCCOCc2ccccc2)cnn1C,0,3
Cc1c(NC(=O)COc2ncnc3ccccc23)c(=O)n(-c2ccccc2)n1C,-4,-14
COc1ccccc1NC(=O)CN1CCN(CC(=O)Nc2ccc(F)cc2)CC1,3,0
CC(C)NC(=O)C1CCN(C(=O)c2ccc(-c3ccccc3)cc2)CC1,-7,3
CCCC(=O)Nc1nc2c(c(=O)[nH]1)CCCC2,-17,-14
COc1ccc(NC(=O)CN2CCC(C(N)=O)(N3CCCCC3)CC2)cc1,-3,-11
Cn1nnnc1SCc1nnc(-c2ccccc2Br)o1,0,-8
O=C1OC(Oc2ccccc2)(c2ccccc2)c2ccccc21 (stereo unspecified),3,30
Cc1cc(/C=C2\SC(=Nc3ccc(N4CCOCC4)cc3)N(C)C2=O)c(C)n1-c1cccnc1,4,-54
CN(C)Cc1ccccc1Sc1ccc(Br)cc1,6,10
CN1C(=O)C2(C(C#N)=C(N)N(c3cc(Cl)cc(Cl)c3)C3=C2C(=O)CCC3)c2ccccc21 (stereo unspecified),-2,20
COc1ccc(-c2cc(C(=O)NCc3ccccc3)no2)cc1OC,-3,-10
Cc1ccc(S(=O)(=O)NNC(=O)C(=O)NNc2ccccn2)cc1,63*,4

# Two entries drawn at random from those above, as already listed:
SMILES,ARNT TACC3 PPI,LGR2 inh
COc1ccc(NC(=O)CN2CCC(C(N)=O)(N3CCCCC3)CC2)cc1,-3,-11
CCCCOC(=O)C(NC(=O)c1ccccc1)=C(C)C,-8,-11

# Next part:
SMILES,ARNT TACC3 PPI,LGR2 inh
CCOC(=O)c1cnn(-c2ccc(C(C)C)cc2)c1NC(=O)C1CCC1,-2,-2
O=C(Nc1ccccc1)N1CCN(c2cccc(C(F)(F)F)c2)CC1,-1,-3
Cn1cc([N+](=O)[O-])c(C(=O)Nc2ccc(Br)cn2)n1,-2,-2
COc1ccc(NC(=O)c2ccco2)cc1NC(=O)c1cccnc1,0,8
Cc1cc(C(=O)Nc2cccc(O)c2)c(C)o1,2,-32
c1ccc(-c2nnc3sc(-c4cc5ccccc5o4)nn23)cc1,-2,-8
COc1ccccc1NC(=O)c1cc2ccc(O)cc2o/c1=N\O,-20,-27
COc1ccc(-c2cn[nH]c2N)c(OC)c1,-56,18
CC1(C)CC(=O)C2=C(C1)N(c1ccccc1C#N)C(N)=C(C#N)C2c1cccs1 (stereo unspecified),28,2
CCOC(=O)C1CCN(C(=O)CCNC(=O)c2cc(OC)c(OC)c(OC)c2)CC1,-4,24
COc1ccc(-c2nc(C)sc2CC(=O)O)cc1,27,8
COC(=O)c1ccc(NC(=O)CN(Cc2ccc(Cl)cc2)S(C)(=O)=O)cc1,11,11
CCC(C)NC(=O)CNS(=O)(=O)c1ccc(C)cc1 (stereo unspecified),1,-1
CS(=O)(=O)N(CC(=O)Nc1ccc2c(c1)OCO2)c1ccc2c(c1)OCO2,0,-7
Cn1ccnc1SC(=O)N1c2ccccc2Sc2ccccc21,3,10
CC1(C)Cc2c(sc3nc(-c4ccccc4)n(N)c(=O)c23)CO1,1,-10
CCN(CC)C(=O)CSc1nc2ncc(Br)cc2[nH]1,-7,0

# Molecules from the list above that have an aryl methoxy group, in the order listed:
SMILES,ARNT TACC3 PPI,LGR2 inh
CCOC(=O)/C(=N\Nc1cccc(Cl)c1)Sc1nnc(-c2ccc(OC)cc2)n1C,46*,-6
COc1ccc(/C=C/C(=O)c2c(O)cc(C)oc2=O)c(OC)c1,-1,-18
COc1cc2c(=O)n(Cc3ccccc3)c(=O)n(CC(=O)NCc3ccco3)c2cc1OC,-6,5
COc1ccc(O)c(/C=N/NC(=O)CSc2nnc(C)n2-c2ccccc2)c1,32,5
COc1ccc(C)cc1NC(=O)CSc1nnc(CC(=O)Nc2cccc(C(F)(F)F)c2)n1C,-2,5
COc1ccc(CNC(=O)C2CCCN(S(=O)(=O)c3c(C)n[nH]c3C)C2)cc1 (stereo unspecified),5,-6
CCCCN(Cc1cc2cc(OC)ccc2[nH]c1=O)C(=O)c1ccccn1,-1,-4
COc1ccc(S(=O)(=O)NC(CC(=O)NCc2ccccc2OC)c2ccco2)cc1 (stereo unspecified),-5,46
COc1cc2nc(CN3C(=O)c4ccccc4C3=O)oc(=O)c2cc1OC,-8,17
COc1cccc(C2=NOC(C(=O)NCc3ccccc3)C2)c1 (stereo unspecified),-20,-6
COc1ccccc1-c1csc(Cc2nnc3n2CCCCC3)n1,1,-21
COc1ccc(-c2noc(-c3ccccc3C(=O)NCc3ccco3)n2)cc1OC,5,-66
CCN(CC)CCCNC(=O)c1nn(-c2cccc(OC)c2)c(=O)c2ccccc12,1,9
COc1ccccc1C(=O)Nc1ccccn1,-15,-11
COc1ccccc1NC(=O)CN1CCN(CC(=O)Nc2ccc(F)cc2)CC1,3,0
COc1ccc(NC(=O)CN2CCC(C(N)=O)(N3CCCCC3)CC2)cc1,-3,-11
COc1ccc(-c2cc(C(=O)NCc3ccccc3)no2)cc1OC,-3,-10
COc1ccc(NC(=O)c2ccco2)cc1NC(=O)c1cccnc1,0,8
COc1ccccc1NC(=O)c1cc2ccc(O)cc2o/c1=N\O,-20,-27
COc1ccc(-c2cn[nH]c2N)c(OC)c1,-56,18
CCOC(=O)C1CCN(C(=O)CCNC(=O)c2cc(OC)c(OC)c(OC)c2)CC1,-4,24
COc1ccc(-c2nc(C)sc2CC(=O)O)cc1,27,8
